Compound activity as filed in PubChem BioAssay.
hcGAS inh: inhibitors of human cGAS | Q8N884 | recombinant h-cGAS, ATP depletion, Kinase-Glo luminescence | inhibition, % at 12.5 µM | 290,000 compounds, 0.081% hits | AID 1259398;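 also: 0% = vehicle reaction and 100% = reaction without DNA for no activity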
Target sequence (Q8N884 whole entry, looked up): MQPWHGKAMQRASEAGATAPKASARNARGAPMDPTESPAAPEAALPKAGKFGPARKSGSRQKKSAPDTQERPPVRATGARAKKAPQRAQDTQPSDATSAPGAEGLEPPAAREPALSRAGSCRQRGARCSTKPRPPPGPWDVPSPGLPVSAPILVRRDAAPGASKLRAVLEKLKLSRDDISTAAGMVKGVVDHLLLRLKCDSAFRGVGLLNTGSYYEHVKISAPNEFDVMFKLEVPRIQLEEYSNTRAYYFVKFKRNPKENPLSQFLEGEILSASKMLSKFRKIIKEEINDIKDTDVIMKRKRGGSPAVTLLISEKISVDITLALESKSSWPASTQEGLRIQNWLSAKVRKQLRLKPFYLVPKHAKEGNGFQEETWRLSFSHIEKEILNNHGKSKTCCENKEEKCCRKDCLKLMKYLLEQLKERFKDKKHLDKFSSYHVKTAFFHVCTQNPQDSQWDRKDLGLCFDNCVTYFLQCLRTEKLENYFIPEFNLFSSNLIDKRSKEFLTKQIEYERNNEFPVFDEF
mcGAS lum: inhibitors of mouse cGAS; recombinant cGAS, Kinase-Glo ATP depletion luminescence; inhibition, % at 12.5 µM; 160,000 compounds, 0.15% hits; AID 1259399;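 also: 0% = negative control wells and 100% = reference inhibitor with no enzyme activity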
NPYLR7 ag: mosquito NPYLR7 agonism. HEK293T NPYLR7/Galpha15, GCaMP6s calcium fluorescence. activation, % at 10 µM. 270,000 compounds, 0.15% hits. AID 1259423; in the data active = activation above about 40%;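 also: 0% = vehicle and 100% = reference agonist at the receptor; some compounds past the cut are filed as inactive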
* = called active by the depositor; · = no result given; & = joins results of further samples. Rule as the data show it, unless noted: active = inhibition above about 40%; inactive = the rest.

SMILES,hcGAS inh,mcGAS lum,NPYLR7 ag
COc1ccc(C(NC(=O)C2CCN(CCCN3C(=O)C4CCCCC4C3=O)CC2)c2ccccn2)cc1 (stereo not drawn),-3.1,-2.5,10.0
CC(=O)c1cccc(-c2nccc(-c3ccc(C)nc3C)n2)c1F,-1.6,·,1.7
COC(=O)C1=C(C)N(C)C(=O)N(C)C1c1cccc(C(F)(F)F)c1 (stereo not drawn),2.7,-17.7,1.5
O=C(Cn1nc(C2CC2)c2cnn(-c3ccccc3)c2c1=O)N1CCCc2ccccc21,-7.0,·,8.2
Cc1cc(C)cc(C(=O)NC2CCc3[nH]c4ccc(Br)cc4c3C2)c1 (stereo not drawn),-9.8,-7.1,·
CCOC(=O)C1(Cc2ccccc2Cl)CCN(C(=O)CCOc2ccccc2)CC1,1.0,·,-4.2
CCCc1nc(C)sc1C(=O)N1CCCCC1C(=O)OCCc1ccc(OC)c(OC)c1 (stereo not drawn),-1.8,-4.0,8.6
COc1ccc(C(=O)C2CCCN(C(=O)CCCc3ccccc3)C2)cc1OC (stereo not drawn),-2.7,·,2.5
COCc1ccccc1CN1C(=O)C(C)NC1=S (stereo not drawn),-8.6,·,6.5
Cc1sc(N2CCN(C)CC2)nc1-c1ccc(Br)cc1,-8.9,-7.1,0.7
CCn1nnc2c(SCC(=O)Nc3ccc(C(=O)OC)cc3)ncnc21,-8.9,·,-1.2
COc1ccc(NC(=O)NCCS(=O)(=O)c2c(C)[nH]c3ccccc23)cc1OC,-1.9,·,2.2
N#Cc1c(Cl)nsc1NCC1(N2CCOCC2)CCSC1 (stereo not drawn),-4.8,·,12.0
Cc1nn2c(SCC(=O)N(C)c3ccccc3)nnc2[nH]c1=O,-4.8,-8.7,0.1
COCCNC(=O)c1c(C)c(C)c(C)n1Cc1c(F)cccc1F,-5.8,-3.4,-4.0
Fc1ccccc1CCn1ccnc1-c1cccnc1,-2.2,·,0.8
Cc1cc(NC(=O)Cc2ccc([N+](=O)[O-])cc2)n(-c2nc(C)c(C)c(=O)[nH]2)n1,-8.8,-7.0,8.6
COc1nc(-c2ccc(Cl)c(Cl)c2)n(-c2ccc(N)cc2)n1,-4.5,·,-3.8
Clc1ccc2c(N3CCCC3)nc(-c3cccs3)nc2c1,-7.9,-3.9,·
Cc1nc(C(C)C)ncc1C(=O)N1CCC(O)(CN(C)C)C1 (stereo not drawn),-2.7,·,6.4

A different layout for part of the listing above:
Under each structure – hcGAS inh | mcGAS lum | NPYLR7 ag
- COc1ccc(C(=O)C2CCCN(C(=O)CCCc3ccccc3)C2)cc1OC (stereo not drawn)
 : -2.7 | · | 2.5
- CC(=O)c1cccc(-c2nccc(-c3ccc(C)nc3C)n2)c1F
 : -1.6 | · | 1.7

Continued:
SMILES,hcGAS inh,mcGAS lum,NPYLR7 ag
CCC(=O)Nc1ccc2c(c1)c(=O)n(-c1ccccc1)n2CC(=O)NC1CCCC1,-5.1,-4.2,6.8
N#CCOC(=O)CCc1nc2sc3c(c2c(=O)[nH]1)CCCC3,-3.6,·,-2.6
COc1ccccc1CN1CC(C(=O)NCCOC(C)C)CCC1=O (stereo not drawn),-10.7,·,5.8
CCOc1ccc(-c2ccc(=O)n(CCCC(=O)NC(C)c3ccccc3)n2)cc1 (stereo not drawn),-3.6,-3.2,-11.9
Cc1ccc(S(=O)(=O)N2CCN(C(=O)c3cnc(C)cn3)CC2)cc1,-12.0,·,1.4
CN(C)CC[C@@H](c1ccc(Cl)cc1)c1ccccn1,-1.2&-3.4,-2.3,-4.3&7.7
CCC(C(=O)Nc1c(-c2ccc(C)cc2)nc2cc(C)ccn12)c1ccccc1 (stereo not drawn),-7.5,-8.5,-2.0
COc1ccc(N2CCN(c3cc(-c4ccccc4)nc(SCc4ccc(C(=O)NCCc5ccccn5)cc4)n3)CC2)cc1,-9.5,-4.5,5.6
COc1ccc(OCC2CN(C(=O)C3CCC(N(Cc4ccc(OC)c(C)c4)C(=O)OC(C)(C)C)CC3)CCO2)cc1 (stereo not drawn),-6.8,-4.2,12.3
CCCCCCCCCCn1c(SCC(N)=O)nc2c1c(=O)[nH]c(=O)n2C,-4.3,-7.7,1.8
Nc1nc(SCc2cc([N+](=O)[O-])cc3c2OCOC3)n[nH]1,-5.4,·,1.5
CCOC(=O)CNC(=O)CSC1=NS(=O)(=O)c2cc(F)ccc2N1,-6.3,·,11.6
Cn1c2c(c3ccccc31)C[C@H]1C[C@@H]2[C@@H](O)CN1C(=O)NCc1ccccc1,-6.4,-9.1,17.9
Cc1nc(CCNC(=O)C(C)(C)NC(=O)c2cccs2)nc2c1CCCC2,-9.6,·,-4.1
COc1ccc(OC)c(-n2c(N)c(C#N)c3nc4ccccc4nc32)c1,-3.3,-4.5,0.3
COc1cn(CC(=O)NC2CCCC2)c(CSc2nc(C)cc(C)n2)cc1=O,-5.4,-6.4,-5.0
CCOC(=O)C1=CCN(CC(O)c2ccc(Br)cc2)CC1 (stereo not drawn),-6.2,·,0.8
CCc1nnc(NC(=O)CCc2ncc(-c3ccccc3F)o2)s1,-0.8,·,-2.2
CCOC(=O)C1(C)CCCN1C(=O)c1ccccc1F (stereo not drawn),-15.0,·,-1.0
CN(CCCC(=O)O)S(=O)(=O)N(C)C1CCCCC1,-9.5,-17.5,-0.6

Going on with the list:
SMILES,hcGAS inh,mcGAS lum,NPYLR7 ag
CCOC(=O)N1CCC(NC(=O)Nc2c(CC)c(CC)nn2C)CC1,-11.1,-6.4,·
CCOC(=O)CNC(=O)N(CCC(C)C)CC(=O)N(Cc1cccn1Cc1ccccc1Cl)C1CCCCC1,-2.8,-5.4,1.3
CCOC(=O)C(C)Sc1nnc(N2CCN(c3ccccc3)CC2)s1 (stereo not drawn),-2.2,-1.7,1.8
O=C(NC(c1ccccc1)c1ccccc1)C1CCCN(c2nc(Cc3ccc(Cl)cc3)ns2)C1 (stereo not drawn),-2.9,-5.9,22.6
CCCCNC(=O)CCCn1c(=O)c2ccccc2n(Cc2ccccc2C)c1=O,-3.0,·,-3.2
CCNC(=O)N1CCN(c2cc(Cl)nc(SCC(=O)O)n2)CC1C (stereo not drawn),-1.2,·,14.1
CN1CCc2c(sc3c2C(=O)NC(c2cccs2)N3)C1 (stereo not drawn),-11.6,-1.1,26.8
Cc1ccsc1C1(C(=O)N2CCC(O)(C(=O)O)CC2)CC1(C)C (stereo not drawn),-2.5,·,3.5
O=C(Cc1cccc2ccccc12)Nc1nc2c(ccc3ccccc32)s1,-3.7,-9.0,16.2
C1CCc2nnnn2CC1,-3.1&-1.1&-3.8,-4.2&-3.7&-2.7,0.5&-2.6&-12.9
C=CC[C@@H]1CC=C[C@@H](C)N1C(=O)Cn1nc(C)c(C(C)=O)c1C,-9.1,·,-6.0
COc1cc(NC(=O)c2nnn(CC(=O)Nc3cc(C)cc(C)c3)c2N)cc(OC)c1,-4.3,-7.8,-6.7
CNC(=O)[C@@H]1CN2CCN(S(=O)(=O)c3ccccc3)C[C@@H]2[C@H]1c1ccccc1,3.2,4.6,-0.5
COCCCN(C(=O)CC12CC3CC(CC(O)(C3)C1)C2)c1c(N)n(Cc2ccccc2)c(=O)[nH]c1=O,-5.8,-8.4,4.2
Cc1ccc(C(=O)NC(C)C)c(C2CCN(Cc3ccc([N+](=O)[O-])cc3)CC2)n1,-4.7,·,7.0
Cn1c(=O)[nH]c2ccc(S(=O)(=O)NCC3CC4CCC3C4)cc2c1=O (stereo not drawn),2.1,-2.4,20.9
COC(=O)C1CCCCC1NC(=O)c1cn[nH]c1C (stereo not drawn),-10.6,·,6.1
CN(Cc1cc2n(n1)CCNC2)Cc1cnc(-c2ccccc2)s1,-1.3,·,6.8
COC(=O)N[C@@H]1C[C@H]2C[C@@H](C(C)C)OC[C@@]2(c2ccccc2)C1,5.1,-0.1,-3.2
CCOc1ccccc1CNC(=O)c1c(C)noc1-c1ccccc1OC,-7.7,-8.3,-4.2

Remaining list, next part
SMILES,hcGAS inh,mcGAS lum,NPYLR7 ag
CC(C)NC(=O)CNC(C)CCc1ccccc1 (stereo not drawn),-4.2,-17.6,10.1
CCN(C(=O)C1(COC)CCC1)C1CCOC(C)(C)C1 (stereo not drawn),-3.3,-4.3,·
CC(C)c1cc(C(=O)N2CCC(Cc3cccc(C(N)=O)c3)C2)on1 (stereo not drawn),-6.0,·,-2.7
O=C(Nc1ccccc1)c1ccc(Br)c(S(=O)(=O)N2CCCCC2)c1,-6.2,-6.5,-10.7
Cn1ccnc1SCCc1cccs1,-18.1,·,-5.2
O=C1NC(Cc2ccc(F)cc2)(C2CCNCC2)C(=O)N1CCn1ccnc1 (stereo not drawn),2.6,·,7.5
Cc1cc(=O)n(CC(=O)N2C[C@H](CO)C[C@H](CN(C)C)C2)nc1C,-11.7,-5.8,·
CCOC(=O)C1(Cc2cccc(Cl)c2)CCCN(C(=O)c2scnc2C)C1 (stereo not drawn),-8.3&-3.1,-4.4,8.4&-5.5
CCOC(=O)c1ccc2c(c1)nc(SCc1c(F)c(F)c(C(F)(F)F)c(F)c1F)n2CCc1ccc(OC)cc1,-5.7,-6.9,0.9
O=c1cccnn1CCNS(=O)(=O)c1ccc(Oc2ccccc2)cc1,-3.7,·,2.6
NCCc1cc(N2CCN(C34CC5CC(CC(C5)C3)C4)CC2)ncn1,-13.4,-6.2,·
CCOc1ccc(NC(=O)N(CC(=O)N2c3ccccc3-n3cccc3C2c2ccc(OC)cc2)C2CC2)cc1 (stereo not drawn),-7.6,-5.7,1.5
CN(C)c1ccc(C(=O)O)c2ccccc12,-3.8,-3.5,-3.1
CC(NC(=O)C1=NN(c2ccccc2)C(=O)CC1)c1nc2ccccc2[nH]1 (stereo not drawn),-3.4,·,5.4
CNc1nc(N2CCN(Cc3nccn3C(C)C)CC2)nc2c1CCC2,-7.6,·,8.3
COc1ccc(Cl)cc1NC(=O)CCC1CCCN(C(=O)CCN2CCCC2=O)C1 (stereo not drawn),-3.1,·,-6.1
COc1ccc(/C=C/C(=O)OCC(=O)c2ccc3c(c2)OCCO3)cc1,-5.7,·,15.9
CCOC(OCC)c1nc2c(c(=O)[nH]1)CN(CC(O)COCc1ccccc1)CC2 (stereo not drawn),-6.9,-8.9,13.3
C=CCOc1ccccc1OCC(O)CNC(C)C (stereo not drawn),-5.5,·,14.6
Cc1ccc(F)cc1-c1ccc(SCC(N)=O)cc1,0.1,-14.0,10.3

Given as labelled records: four of the compounds above.
compound: NCCc1cc(N2CCN(C34CC5CC(CC(C5)C3)C4)CC2)ncn1
  hcGAS inh: -13.4
  mcGAS lum: -6.2
  NPYLR7 ag: ·

compound: COc1ccc(N2CCN(c3cc(-c4ccccc4)nc(SCc4ccc(C(=O)NCCc5ccccn5)cc4)n3)CC2)cc1
  hcGAS inh: -9.5
  mcGAS lum: -4.5
  NPYLR7 ag: 5.6

compound: CCN(C(=O)C1(COC)CCC1)C1CCOC(C)(C)C1 (stereo not drawn)
  hcGAS inh: -3.3
  mcGAS lum: -4.3
  NPYLR7 ag: ·

compound: Clc1ccc2c(N3CCCC3)nc(-c3cccs3)nc2c1
  hcGAS inh: -7.9
  mcGAS lum: -3.9
  NPYLR7 ag: ·

(continued)
SMILES,hcGAS inh,mcGAS lum,NPYLR7 ag
Cc1nccn1CCCC(=O)N[C@H]1CC[C@H]1NC1CCOCC1,-16.2,-6.3,·
Cc1nc2n(n1)C(c1ccccc1)C(O)C(c1ccccc1)=N2 (stereo not drawn),-5.6,·,-2.7
CCC(C)Sc1nc2c(c(=O)n1-c1ccccc1)SCC2 (stereo not drawn),-3.3,·,-2.8
CC1=C(C(=O)OC(C)C)C(c2ccc(Br)s2)NC(=O)N1C (stereo not drawn),4.9,0.9,-9.4
O=C(Nc1ccccc1C(=O)NC1CCSc2ccccc21)c1ccco1 (stereo not drawn),-10.5,·,0.1
C=CCCC(=O)Nc1c(OC(=O)N(CC)CC)ccc2c1ccn2Cc1ccccc1F,-9.4,-8.3,5.6
Cc1ccc(O)cc1,-4.5,·,-8.3
CCc1nn(-c2ccc(F)cc2)c(N2CCN(C(C)C)CC2)c1CN(CC(C)C)C(=O)CCl,-4.6,-7.7,4.0
Cc1nc(Cc2nc(-c3ccccc3)c(C)s2)cs1,-5.4,·,-2.3
CCC(C(=O)Nc1cc2c(C)cc(=O)oc2cc1C)n1cccn1 (stereo not drawn),-4.0,-17.8,3.0
Cc1cccc(C(=O)N2CCCC(CCC(=O)N3CCN(c4ccccn4)CC3)C2)n1 (stereo not drawn),-7.6,·,7.8
COc1cccc(CC(=O)N2C[C@H](Oc3ccccn3)[C@H]3C[C@@H]2CC[C@H]3OC)c1,0.4,-0.9,-5.4
COC(=O)c1ccc(NC(=O)NCCSc2nnnn2C)cc1,-5.8,·,2.3
CCCCn1ncc(O)c(Cl)c1=O,-8.4,·,0.6
Cc1ccc(C)c2[nH]c(=O)c(CCNC(=O)c3ccc(C(C)(C)C)cc3)cc12,-9.9,-8.0,3.4
Cc1c(Cl)c(C(=O)NCC(C)Oc2cccnc2)nn1C (stereo not drawn),-3.9,·,4.3
CCCn1c(=O)c2ccccc2n2c(SC(C)C(=O)OC)nnc12 (stereo not drawn),-9.6,-7.5,5.0
O=C(CCn1c(=O)oc2ccccc21)N1CCCc2ccccc21,-8.1,·,15.5
CN(CC1CCN(CCc2ccc(F)cc2)CC1)C(=O)c1ccc(-n2ccnc2)cc1,-9.1,-8.0,5.0
C#CCn1c(=NC(=O)c2ccccc2S(C)(=O)=O)sc2cc(S(C)(=O)=O)ccc21,-11.9,·,4.8
